D1 antag: Antagonist of Human D 1 Dopamine Receptor: qHTS. D(1A) dopamine receptor (Homo sapiens), P21728. HEK293 TREx D1 cells, calcium flux, dopamine EC80; hits give low values. activity change, negative = inhibition, % at 10 µM. hit rate 3.2% among 360,000; in the data active = activity change below about -30%; note: % is set by controls: 0 for no effect and ±100 for the full control effect
Target sequence (P21728 whole entry, looked up): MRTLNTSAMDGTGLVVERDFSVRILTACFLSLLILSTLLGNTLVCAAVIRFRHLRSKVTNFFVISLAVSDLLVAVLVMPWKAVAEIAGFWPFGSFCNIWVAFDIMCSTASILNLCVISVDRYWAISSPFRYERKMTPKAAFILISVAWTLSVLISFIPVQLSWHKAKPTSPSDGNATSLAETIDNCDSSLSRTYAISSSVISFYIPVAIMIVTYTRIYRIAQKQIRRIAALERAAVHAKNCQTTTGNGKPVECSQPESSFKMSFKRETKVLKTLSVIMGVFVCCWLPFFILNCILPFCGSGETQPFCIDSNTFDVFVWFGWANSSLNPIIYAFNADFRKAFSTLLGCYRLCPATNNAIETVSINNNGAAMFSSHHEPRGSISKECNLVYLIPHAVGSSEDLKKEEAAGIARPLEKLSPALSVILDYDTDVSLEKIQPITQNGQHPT
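Inducible Hek293 Trex D1 cells (tetracycline, overnight, 30 C). Calcium dye 30–90 min RT. Antagonist mode: EC80 dopamine added after 180 s compound read.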
RXFP1 antag: qHTS Assay for Antagonists of the Relaxin Receptor RXFP1; HEK293-RXFP1, relaxin-stimulated cAMP HTRF, 30 min; hits give low values; activity change, negative = inhibition, % at 57.5 µM; hit rate 0.59% among 350,000; Relaxin receptor 1 (Homo sapiens), Q9HBX9; AID 1259400, 2018;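 active = activity change of -60% or lower, but not beyond a set lower limit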; note: % is set by controls: 0 for no effect and ±100 for the full control effect
Glioma ERSR ind: qHTS for Inducers of the Endoplasmic Reticulum Stress Response (ERSR) in Human Glioma: qHTS; hit rate 0.02% among 420,000; Potency, µM, for inactives: at the highest dose activation, actives largely listed as activators; U87-MG GRP78 promoter luciferase reporter, 16 h; note: potency is the fitted concentration of half-maximal effect; series mostly up to about 76 µM; % of control where 0% means no effect; nearly all actives have a fitted effect of over 35% in size
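Stably transfected U87-MG glioma cells carrying a GRP78-based luciferase sensor; 16 h compound incubation. Luminescence end-point read 10 min after Bright-Glo addition at room temperature.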
D1 ag: Allosteric Agonists of the Human D1 Dopamine Receptor: qHTS; D(1A) dopamine receptor (Homo sapiens), P21728; HEK293 T-REx D1 cells, calcium flux, agonist mode; activation, % at 2 µM; hit rate 1% among 360,000; in the data active = activation above about 30%; note: 0% is about no effect
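Inducible HEK293 T-REx D1 cells, force-coupled to calcium signalling, were plated at 4000 cells/well with tetracycline and held overnight at 30 C. After no-wash calcium dye loading, compound-evoked calcium rise over 180 s flagged agonists.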
Vif-APOBEC3F blk: qHTS for Inhibitors of Vif-A3F Interactions: qHTS | HeLa A3F-eYFP + Vif (tagged APOBEC3F with the HIV-1 protein that degrades it), YFP fluorescence increase | Potency, µM (series often up to 46.1 µM), inactives show at the top dose activity, negative = active | hit rate 0.2% among 390,000; note: potency is the fitted concentration of half-maximal effect; % of control where 0% means no effect; nearly all actives have a fitted effect of over 65% in size
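HeLa cells stably expressing A3F-eYFP plus Vif, plated and incubated overnight at 37 deg C, then exposed to compounds overnight at 37 deg C. Blocked degradation read as raised yellow fluorescence (Ex 488/Em 500-530).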
Vif-A3G inh: qHTS for Inhibitors of Vif-A3G Interactions: qHTS. HeLa A3G-eYFP + Vif (tagged APOBEC3G with the HIV-1 protein that degrades it), YFP fluorescence, overnight. Potency, µM (series often up to 46.1 µM), without a hit: top-dose activity, negative = active, most hits filed as inhibitors. hit rate 0.076% among 410,000;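 note: potency is the fitted concentration of half-maximal effect; % is set by controls: 0 for no effect and ±100 for the full control effect; nearly all actives have a fitted effect of over 60% in size; hits raise eYFP signal because A3G escapes Vif-driven loss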
Target sequence (Q9HC16 whole entry, looked up): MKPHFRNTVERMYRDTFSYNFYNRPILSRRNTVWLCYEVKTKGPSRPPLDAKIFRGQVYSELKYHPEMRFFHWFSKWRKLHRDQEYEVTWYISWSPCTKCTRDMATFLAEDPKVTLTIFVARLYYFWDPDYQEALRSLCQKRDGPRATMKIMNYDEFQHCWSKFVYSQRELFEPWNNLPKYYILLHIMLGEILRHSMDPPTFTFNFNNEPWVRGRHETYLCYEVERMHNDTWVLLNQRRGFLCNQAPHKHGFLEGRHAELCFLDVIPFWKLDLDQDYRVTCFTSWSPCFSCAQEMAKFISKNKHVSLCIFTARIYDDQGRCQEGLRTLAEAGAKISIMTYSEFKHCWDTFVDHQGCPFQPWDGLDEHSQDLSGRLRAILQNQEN
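Read-out is eYFP fluorescence (Ex 488/Em 500-530) from Vif-expressing HeLa A3G-eYFP cells; more signal means A3G escaped Vif-mediated degradation. Cells plated overnight, compound pinned in, incubated overnight at 37 deg C.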
D1 potentiator: Potentiators of Human D1 Dopamine Receptor: qHTS; HEK293 TREx D1 cells, calcium flux, dopamine EC20 potentiation; hit rate 0.036% among 360,000; D(1A) dopamine receptor (Homo sapiens), P21728; potentiation, % at 10 µM; in the data active = potentiation above about 30%; note: 0% is about no effect
RXFP1 agonist: qHTS Assay for Agonists of the Relaxin Receptor RXFP1. HEK293T-RXFP1 cAMP TR-FRET, 30 min; response scale: percent of porcine relaxin response, buffer zero. Relaxin receptor 1 (Homo sapiens), Q9HBX9. AID 2676, 2010. hit rate 0.3% among 370,000. Potency, µM (doses to about 57.5 µM), without a hit: at the highest dose activation, most hits filed as activators; note: potency is the fitted concentration of half-maximal effect; % is set by controls: 0 for no effect and ±100 for the full control effect; nearly all actives have a fitted effect of over 60% in size; many of its hits are not listed in these tables
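HEK293 cells stably expressing RXFP1, treated 30 min at 37C with compounds plus PDE4 inhibitor Ro 20174; cAMP measured by HTRF TR-FRET. Normalized to buffer and 29 nM porcine relaxin; EC50 by Hill fit.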
D2 potentiator: HTS Assay for Positive Allosteric Modulators of the Human D2 Dopamine Receptor: Primary Screen for Potentiators | potentiation, % at 10 µM | D(2) dopamine receptor (Homo sapiens), P14416 | HEK293 T-REx D2, calcium flux, EC20 dopamine potentiation | hit rate 0.34% among 340,000;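 active = potentiation over 3 SD above the plate norm, cut at about 30% in these data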; note: 0% is about no effect
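Calcium flux readout, no-wash dye, 1 read/s. Inducible HEK293 Trex D2 line, overnight 30 C. Compound alone 180 s (agonist flags), then EC20 dopamine, another 180 s to score potentiation.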
* hit, by the source's call; x = not tested or not shown; & = joins results of further samples. Unless noted, calls come from the whole dose curve; as a rule, active = well fitted curve in the direction sought with a large enough effect; inconclusive = small, poorly fitted or top-dose-only effect, or another doubt; inactive = no such curve, though single readings can be large; an effect the other way counts as inactive or inconclusive.

compound	D1 antag	RXFP1 antag	Glioma ERSR ind	D1 ag	Vif-APOBEC3F blk	Vif-A3G inh	D1 potentiator	RXFP1 agonist	D2 potentiator
CCCCC(=NCCO)C1=C(O)C(C(=O)OC)C(C)(C)CC1=O (centres undefined)	25	-1	2%	2	1%	2%	-3	3.2%	-8
Clc1ccc(SCCOCCN2CCc3ccccc3C2)cc1	-8	-17	-2%	2	5%	1%	3	2.9%	-23
CC(=O)C(Sc1nc(-c2ccccc2Cl)nc2c1c(=O)n(C)c(=O)n2C)C(=O)N(C)C (centres undefined)	4	0	1%	0	-17%	-2%	6	15%	-3
COC(=O)C1=C(C)N(Cc2ccccc2)C(=NCc2ccc(OC)cc2)N[C@H]1c1cccc(F)c1	-5	x	-7%	27	-5%	-3%	-5	1.3%	0
Cn1nc(-c2ccc(Cl)cc2)cc1NC(=O)CC(C)(C)CC(=O)O	-7	5	1%	1	-9%	2%	-5	0.1%	1
CC1(C)CC(=O)C(=CN2CCOCC2)C(=O)C1	2	-17	-4%	7	2%	9%	-3	-1.6%	8
CC1CN(C(=O)c2cc3ccccc3cc2O)CC(C)O1 (centres undefined)	1	-1	-3%	0	3%	0%	0	-0.2%	x
CC(Sc1nnc(-c2ccco2)n1C)C(=O)N(C)C1CCCCC1 (centres undefined)	-8	-6	-1%	0	-13%	0%	-6	2.3%	-2
Cc1c(NC(=O)Nc2ccccc2C(F)(F)F)c(=O)n(-c2ccccc2)n1C	-14&3	-4	0%&-3%	1&0	-4%&-8%	-2%&2%	-3&-5	-1.2%&-2.8%	13&4
CCCCN(C(=O)CSCc1c(C)noc1C)c1c(N)n(CCC)c(=O)[nH]c1=O	9	-15	-2%	0	-6%	5%	-12	2.8%	-17
COc1ccc(N(CC(=O)NCCC2=CCCCC2)S(=O)(=O)c2c(C)[nH]c(=O)[nH]c2=O)cc1	-12	-5	1%	2	-7%	0%	-2	-0.7%	7
COCc1nnc(NS(=O)(=O)c2ccccc2)s1	-7	9	-4%	6	9%	2%	0	-0.3%	-4
O=C(NC(Cc1c[nH]c2ccccc12)C(=O)NCc1ccc(F)cc1)OCc1ccccc1 (centres undefined)	4	8	-4%	2	-12%	4%	1	-1.1%	-6
O=C(NCCCN1CCCC1)c1cc(Sc2ccc(F)cc2)nc2ccccc12	4	-16	0%	5	-24%	1%	-9	6.8%	-9
C=CCN1/C(=C(\C#N)C2=NS(=O)(=O)c3ccccc32)N(C)c2ccccc21	5	-29	3%	3	0%	0%	-2	0.1%	3

2 compounds drawn at random from those above, as already listed:
compound	D1 antag	RXFP1 antag	Glioma ERSR ind	D1 ag	Vif-APOBEC3F blk	Vif-A3G inh	D1 potentiator	RXFP1 agonist	D2 potentiator
COCc1nnc(NS(=O)(=O)c2ccccc2)s1	-7	9	-4%	6	9%	2%	0	-0.3%	-4
Clc1ccc(SCCOCCN2CCc3ccccc3C2)cc1	-8	-17	-2%	2	5%	1%	3	2.9%	-23

More results.
compound	D1 antag	RXFP1 antag	Glioma ERSR ind	D1 ag	Vif-APOBEC3F blk	Vif-A3G inh	D1 potentiator	RXFP1 agonist	D2 potentiator
Cc1ccc(-c2noc(CCC(=O)NC3CCCc4ccccc43)n2)cc1 (centres undefined)	-1	-13	-11%	5	-7%	-5%	-2	0.6%	27
O=c1ccn(-c2cccc(C(F)(F)F)c2)nc1-c1ccn(-c2ccccc2)n1	-38*	1	-3%	-1	-4%	0%	-4	1.8%	15
Cc1ccc(-n2[nH]c(=O)c3cccnc32)cc1	x	15	3%	x	-5%	1%	x	-3.7%	x
C[C@@H]1NC(=O)[C@H](CCCN=C(N)N)NC(=O)c2cc([N+](=O)[O-])cc(I)c2NCCC[C@@H](C(N)=O)NC1=O	-5	x	-3%	0	2%	0%	-2	-1.2%	-2
Cc1ccc(C(=O)NCC(c2ccco2)N2CCc3ccccc32)cc1C (centres undefined)	3	-24	-5%	3	3%	-5%	-3	1.3%	-4
Cc1cc(C)c2c(=O)[nH]n(C3CCCCCC3)c2n1	2	-4	-1%	1	8%	-5%	-5	-0.6%	-1
COc1cccc(OCC(O)CO)c1 (centres undefined)	-5	1	-4%	2	-2%	3%	-4	0.4%	4
CCOc1ccc(NC(=S)N2CCN(c3ccc(N4CCOCC4)nn3)CC2)cc1	3	2	-3%	-3	7%	1%	0	-0.4%	-3
Cc1ccccc1CN1C(=O)c2ccccc2Sc2ccc(C(=O)NCCN3CCOCC3)cc21	11	-28	1%	13	8%	-2%	9	-0.1%	15
Cc1cccc(/C=N/NC(=O)Cn2nnnc2N)n1	5	3	-3%	4	11%	0%	1	0.3%	0
Cc1cccc(N2CCN(C(=O)CCNS(=O)(=O)c3ccc4c(c3)oc(=O)n4C)CC2C)c1 (centres undefined)	-18	-21	-2%	11	3%	1%	0	2.0%	-4
COc1ccccc1NC(=O)Nc1ccnn1Cc1cccs1	-4	10	2%	1	-1%	1%	6	0.1%	4
O=c1[nH]c(=S)[nH]c(O)c1N=Nc1ccc(-c2ccccc2)cc1[N+](=O)[O-]	17	x	x	-4	x	x	-2	2.4%	0
Cc1ccc(S(=O)(=O)NC(=S)c2ccccc2)cc1	x	-10	-2%	x	0%	0%	x	x	x
Nc1ccc2c(c1)C(O)c1cccc(C(=O)O)c1-2 (centres undefined)	x	-10	-2%	x	10%	0%	x	x	x
Cc1ccc(C(=O)NC(N(C)C)C(Cl)(Cl)Cl)cc1 (centres undefined)	-14	23	2%	2	-1%	1%	2	-0.2%	23
COc1ccc(N(C(C)=O)C2C=CS(=O)(=O)C2)c(OC)c1 (centres undefined)	-4	15	0%	2	2%	1%	13	-3.5%	23
O=C(c1c(F)c(F)c(F)c(F)c1F)N1CCc2ccccc21	x	-5	-3%	x	-2%	-9%	x	x	x
C=CCn1c(C)nnc1SCC(=O)NC1CC1	-8	-3	-2%	4	-5%	-6%	-5	-0.6%	-7
COc1ccc(CCNC(=O)CSC2=NS(=O)(=O)c3cc(F)ccc3N2)cc1OC	x	12	-3%	x	0%	1%	x	x	x
COC(=O)[C@@H]1C[C@@H](C(=O)O)[C@H](C)C1(C)C	-17	x	-4%	1	4%	3%	2	2.7%	-10
CCOc1ccc(NS(=O)(=O)c2ccc3[nH]cc(C(=O)NCc4ccco4)c(=O)c3c2)cc1	-48*	-3	-5%	0	0%	-2%	2	0.8%	-16
Cc1ccc(S(=O)(=O)CCC(=O)OCC(=O)Nc2ccc(N3CCOCC3)cc2)cc1	3	-14	-3%	5	2%	-1%	-9	-0.3%	2
Cc1nnc(SCC(=O)NNC(=O)c2ccc(Br)cc2)n1C	-2	13	-2%	2	-8%	-1%	2	-0.3%	-10
O=C(/C=C/c1ccccc1)CC(O)(c1ccccc1)C(F)(F)C(F)F (centres undefined)	22	6	11µM*	2	-1%	-25%	-9	0.4%	2
C/C(CC(=O)Nc1ccc(C)cc1C)=N\NC(=O)C(C)C	-1	15	-2%	0	-2%	0%	-2	1.1%	2
CCC(CC)C(=O)Oc1c(Sc2ccccc2[N+](=O)[O-])c(C)nn1C(C)(C)C	13	-14	-2%	12	-13%	-4%	1	-0.6%	5
O=C(CSc1ccc(-c2cccs2)nn1)Nc1ccccc1C(F)(F)F	-3	-13	-2%	1	-3%	-5%	-7	4.6%	4
CCCOc1cccc(C(=O)N2CCCCC2CCN2CCCCC2)c1 (centres undefined)	-10	-3	-3%	5	-9%	-2%	-1	4.5%	-21
O=C(CCc1ccccc1)NNC(=O)COc1ccc(Br)cc1	-12	-3	-3%	2	3%	-3%	-1	1.5%	x
COc1ccccc1NC(=O)c1ccc2c(O)c(S(=O)(=O)c3ccccc3)c(=O)[nH]c2c1	11	9	-3%	3	-8%	0%	8	-0.1%	2
COc1cc([N+](=O)[O-])cc(/C=N/NC(=O)C(C)Nc2cccc(C)c2)c1O (centres undefined)	-13	8	-5%	2	1%	-1%	-5	0.2%	-8
CCOC(=O)c1cc2c(OC)ccc(OC)c2n1CC(=O)c1ccccc1	4	15	-1%	2	2%	0%	-6	6.5%	5
COc1ccc(NC(=O)CN(C)C(=O)c2cccc(S(=O)(=O)Nc3ccc(F)cc3)c2)cc1	26	-1	-3%	3	1%	-11%	2	-0.8%	19
CC(=O)NC(CC(=O)NCCN1C(=O)S/C(=C\c2ccccc2)C1=O)c1ccccc1 (centres undefined)	-13	0	-4%	-1	2%	-7%	0	1.7%	7
O=C(O)CC1(CC(=O)NCc2ccc(-c3cccs3)cc2)CCCCC1	-16	6	0%	2	10%	2%	-5	4.1%	7
CC(C)NC(=O)c1ccc(-n2c(=S)[nH]c3ccccc3c2=O)cc1	-15	x	x	4	x	x	-4	-0.9%	x

Screening data (PubChem BioAssay)

Only part of the results is shown; rates above refer to the full screens.
